Screens: PubChem, The Scripps Research Institute Molecular Screening Center
TTR transcr act: TTR transcription activators in neuroblastoma reporter cells, primary screen, cell-based, luminescence, SH-SY5Y, TTR promoter Gaussia luciferase | 100% = recombinant luciferase protein wells | 92,000 compounds, 1.3% hits | AID 1117267, 2014 | activation, % at 16.7 µM;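 active means activation above the mean of all tested compounds plus 3 SD, cut at about 9.5% in these data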;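 further: cells exposed to compounds for one day before reading; 0% = median of all test compound wells on the plate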
An asterisk follows results filed as active. Only part of the results is shown, so the mix of outcomes need not match the whole.

TTR transcr act | compound
-1.0 | O=C(c1ccc2c(=O)n(Cc3ccc4c(c3)OCO4)c(=O)[nH]c2c1)N1CCN(c2ccccc2)CC1
3.1 | CCc1ccc(O)c(N=Cc2cccc(C)c2O)c1
2.9 | O=C(NCCc1ccc(C(F)(F)F)cc1)C1CCC(=O)N(CCCN2CCCC2=O)C1 (stereo not drawn)
-1.0 | CCN(C(=O)c1cccc(Br)c1)c1ccccc1
-0.1 | O=C(CSc1n[nH]c(=O)n1C1CC1)Nc1ccc(F)c(Cl)c1
1.9 | CC(=O)Nc1nnc(COc2ccc(Cl)cc2)s1
4.2 | COc1cc(CCC(=O)N2CC(C)OC(C)C2)cc(OC)c1OC (stereo not drawn)
0.3 | CC(C)Oc1cccc(-c2cc(C(=O)N3CCN(S(C)(=O)=O)CC3)c3ccccc3n2)c1
-0.8 | Cc1ccc(Cl)cc1N1CCN(C(=O)c2ccc(CS(=O)Cc3ccc(Cl)cc3)o2)CC1 (stereo not drawn)
-3.2 | Cc1nn(-c2cccc(Cl)c2)c(Cl)c1/C=N/NC(=O)c1cccs1
2.4 | CCN(CC)CCCN1C(=O)CSC1c1ccc2c(c1)OCO2 (stereo not drawn)
-1.9 | CSc1ncccc1C(=O)NCCc1ccc(Cl)cc1

Next part, starting with the last 4 of the part before.
TTR transcr act | compound
-0.8 | Cc1ccc(Cl)cc1N1CCN(C(=O)c2ccc(CS(=O)Cc3ccc(Cl)cc3)o2)CC1 (stereo not drawn)
-3.2 | Cc1nn(-c2cccc(Cl)c2)c(Cl)c1/C=N/NC(=O)c1cccs1
2.4 | CCN(CC)CCCN1C(=O)CSC1c1ccc2c(c1)OCO2 (stereo not drawn)
-1.9 | CSc1ncccc1C(=O)NCCc1ccc(Cl)cc1
4.2 | COc1ccccc1N1CCN(C(=O)c2ccc(Cn3c(=O)[nH]c4ccsc4c3=O)cc2)CC1
3.2 | COc1cc(O)c(CCC(=O)c2ccc(OC)c(OC)c2)c(OC)c1
3.2 | CCC(C)NC(=O)CSc1nc2n[nH]c(C)c2c(=N)n1-c1ccc(OC)cc1 (stereo not drawn)
2.4 | CC(C(=O)N1CCN(c2ccc(Cl)cc2)CC1)c1ncc(C(F)(F)F)cc1Cl (stereo not drawn)
4.3 | CCOC(=O)C1CCCN(CC(=O)Nc2nccs2)C1 (stereo not drawn)
-1.8 | CN1CC(=O)N(CC(=O)NCc2ccc3c(c2)OCO3)C1=O
-0.6 | O=C(CSc1cccc2cccnc12)N/N=C/c1ccc(O)cc1
6.2 | Cc1nnc(SCC(=O)N2CCCC(C(=O)c3ccc(Cl)cc3)C2)o1 (stereo not drawn)
1.5 | Cc1cc(C)n(CCN(C)Cc2cn[nH]c2-c2ccc(F)cc2F)n1
-1.3 | COc1ccc(NC(=O)C/C(C)=N/NC(=O)C(=O)Nc2cccc(Cl)c2C)c(OC)c1
-1.0 | COC(=O)[C@H]1[C@@H](C)N(CCc2cc(OC)c(OC)c(OC)c2)C(=O)N[C@H]1c1ccccc1
-0.4 | O=C1CC(c2ccc(F)cc2)C2=C(CCCC2=O)N1 (stereo not drawn)
3.0 | Cc1ccc(C(=O)NCCNC(=O)c2cccnc2)cc1
-0.2 | NC(=O)C(F)(F)C12OC3C4C5CC(C6C5C3C61)C42 (stereo not drawn)
0.8 | Cn1c(C2=C(O)CN(Cc3ccccc3)C2=N)[n+](C)c2ccccc21
2.5 | CCC(=NCc1ccccc1)C1=C(O)C(C(=O)OC)C(C)(C)CC1=O (stereo not drawn)
3.3 | Cc1ccc2nc(NC(=O)C3CCN(C(=O)c4ccc(F)cc4)CC3)sc2c1
2.9 | CSc1ccc(CNc2ccccn2)cc1
-0.1 | CCc1ccc(NC(=O)C2CC=CCC2C(=O)O)cc1 (stereo not drawn)
0.4 | CSc1ccc(CN2CCC2(C)C(=O)Nc2ccc3c(c2)OCO3)cc1 (stereo not drawn)
3.2 | CCOc1ccc(Br)cc1CN(CC)CC
-1.2 | O=C(C[C@@H]1C/C=C\C[C@@H](Cc2ccc(F)cc2)C(=O)OC[C@H]2CCCN2C1=O)N[C@H](CO)Cc1ccccc1
-0.8 | O=C(O)c1cc(N/N=C/c2cccnc2)ccc1Cl
-0.1 | COc1cc(C(C)=O)ccc1OCC(=O)NCC1(N2CCCCC2)CCCCC1
-2.7 | CC1CCCN(C(=O)C2CCC(CNc3c(N4CCCCC4)c(=O)c3=O)CC2)C1 (stereo not drawn)
3.0 | CCC[C@H]1[C@@H](NC(=O)c2cccc(C(F)(F)F)c2)CC[C@@]23CCCN2C(=O)CCC[C@@H]13
3.0 | CCOC(=O)Cc1c(C)nc2c(-c3ccccc3)c[nH]n2c1=O
1.6 | O=C(Nc1ccc(C2CCCCC2)cc1)C1CCN(c2ncccn2)CC1
-2.1 | CCN(CC)CCn1c(=N)n(CC(=O)c2ccc(Br)s2)c2ccccc21
0.0 | COc1ccccc1-n1nnnc1SCC(=O)N1CCCC1=O
3.5 | Cc1c(C(=O)NNS(=O)(=O)c2ccccc2)sc(=S)n1C
0.7 | COc1ccc(C(=O)O)cc1S(=O)(=O)Nc1ccc(C)cc1
0.8 | O=C(O)CSc1ncnc2sc3c(c12)CCC3
5.3 | Cc1cccc(C(=O)Nc2nc3ncccn3c2-c2ccc(F)cc2)c1
-1.3 | CC1(C)CC(=O)N(c2ccc(C#N)cc2)C(=O)C1
1.5 | CCCOc1ccc(F)cc1-c1cc(C(=O)NCCOC)[nH]n1
1.8 | CCOC(=O)C1=C(C)Nc2ncnn2C1c1cccnc1 (stereo not drawn)
-2.9 | C=CCn1c(SCC(=O)N2CC(=O)Nc3ccccc32)nc2scc(-c3cccs3)c2c1=O
2.5 | Cc1cccc(Nc2nc(N)nc(CCl)n2)c1C
-0.4 | O=C(Cn1cc([N+](=O)[O-])cn1)N1CCc2ccccc2C1
-1.4 | O=C(NCc1cccs1)C1CC(c2ccc(Cl)cc2)=NO1 (stereo not drawn)
-1.1 | CC(NC(=O)c1ccccc1)C(=O)Nc1ccccc1 (stereo not drawn)
1.9 | O=C(c1ccccn1)c1ccc2ccccc2n1
-2.0 | CC(=O)N1CCC(C(=O)Nc2ccc3c(c2)CCC3)CC1
-2.0 | COc1ccc(C(=O)c2nccc3ccccc23)cc1
0.5 | COc1cc(C(=O)OCC(=O)N2CCNC2=O)cc(Cl)c1OC
2.4 | CC1CCCC(NC(=O)CCCn2c(=S)[nH]c3ccccc3c2=O)C1C (stereo not drawn)
-0.6 | Cc1cc(C(=S)N2CCOCC2)c(C)n1-c1ccc(F)cc1
0.8 | Cc1cc([N+](=O)[O-])nn1Cc1ccc(C(=O)N/N=C/c2ccc(F)cc2)cc1
-0.6 | COC(=O)CNc1cc(S(=O)(=O)N2CCCCC2)ccc1Oc1ccc(C(=O)OC)cc1
0.7 | CN(Cc1cnn(C)c1)C(=O)c1sc2cccc(Cl)c2c1Cl
1.3 | CCOc1ccc2ccc(OCC)c(/C=N/n3cnnc3)c2c1
2.1 | COc1ccc2oc(=O)c(C(=O)O)cc2c1
1.3 | Cn1c(-c2ccc(CN3CCCCC3)o2)nc2ccccc21
-1.8 | COc1ccc2nc(N3C(=O)CC(C(C)c4ccccc4)C3=O)sc2c1 (stereo not drawn)
0.9 | CC(C)(C)n1cn[nH]c1=S
-1.0 | CCn1c(=O)c(C(=O)NNC(=O)c2ccccc2Cl)c(O)c2ccccc21
-2.2 | COc1ccc(-c2csc(NC(=S)NC(=O)c3ccccc3)n2)cc1Br
-1.3 | CCC(=O)c1ccc(OCC(=O)OCC(=O)Nc2sccc2C(N)=O)cc1
-1.3 | O=C(O)C1CCN(Cc2oc(CO)cc(=O)c2O)C1 (stereo not drawn)

More entries.
TTR transcr act | compound
1.5 | CCCC(=O)NC1=C(C#N)C2(CCCC2)Cc2ccccc21
0.8 | O=C(Nc1cccc(F)c1)C1CCN(C(=O)c2ccc(Cl)cc2)CC1
16* | COc1ccc(OC)c(/C=C2\SC(=S)N(C(C(=O)O)c3ccccc3)C2=O)c1 (stereo not drawn)
-0.4 | CCC(CO)Oc1cc(NCc2ccc(Cl)cc2)c2ncn(C(C)C)c2c1 (stereo not drawn)
-3.2 | O=c1c(Cc2ccc(F)cc2)c(O)ccn1C1CC1
0.8 | CCOc1ccc(C(=O)N[C@H](C(=O)Nc2ccc(S(=O)(=O)Nc3nccs3)cc2)C(C)C)cc1
0.9 | Cc1oc(-c2ccc(Cl)cc2)cc1-c1nn2c(-c3ccoc3C)nnc2s1
1.7 | CCCc1cc(=O)[nH]c(SCC(=O)Nc2c(C)n(C)n(-c3ccccc3)c2=O)n1
-0.3 | Cn1nnnc1NCc1cccc(Cl)c1
0.5 | CCC(CC)c1nc(C(N)=O)c2[nH]c(=O)n(-c3ccc(OC)c(OC)c3)c2n1
-0.3 | CCn1ncc(Cl)c1C(=O)NC(=S)Nc1ccccc1Br
0.1 | O=C(CCCn1nnnc1CN1CCOCC1)N1CCN(c2ccccc2F)CC1

4 entries from above, field by field:
CCCc1cc(=O)[nH]c(SCC(=O)Nc2c(C)n(C)n(-c3ccccc3)c2=O)n1
  TTR transcr act = 1.7
Cc1oc(-c2ccc(Cl)cc2)cc1-c1nn2c(-c3ccoc3C)nnc2s1
  TTR transcr act = 0.9
O=C(CCCn1nnnc1CN1CCOCC1)N1CCN(c2ccccc2F)CC1
  TTR transcr act = 0.1
O=c1c(Cc2ccc(F)cc2)c(O)ccn1C1CC1
  TTR transcr act = -3.2

(more compounds)
TTR transcr act | compound
-1.8 | Cc1ccc(NC(=O)CC2S/C(=N/N=C/c3ccco3)NC2=O)cc1Cl (stereo not drawn)
-0.6 | CC[C@]12c3[nH]c4ccc(Cl)cc4c3CCN1C(=O)[C@@H](CC(=O)NCc1ccco1)C[C@@H]2C(=O)N1CCN(C(=O)c2ccco2)CC1
-0.7 | Cc1cc(Br)c(NC(=O)CCl)c(Br)c1
-0.8 | Cc1nnc(N2C(=O)C(=O)/C(=C(/O)c3ccc4c(c3)CC(C)O4)C2c2ccccc2F)s1 (stereo not drawn)
3.3 | O=C(OCC(=O)N1CCc2ccccc21)[C@@H]1CCCN1S(=O)(=O)c1ccccc1F
2.1 | OCCCCCN=c1cc(-c2ccccc2)oc2ccc(Cl)cc12
-1.1 | CCOC(=O)N1CCc2c(sc(NC(=O)CN(CC)CC)c2C#N)C1
0.7 | CCCC(CCC)c1nc2ccncc2[nH]1
-1.1 | COc1ccc(Cl)cc1S(=O)(=O)N1CCC(O)(c2ccc(Cl)cc2)CC1
-0.3 | Cn1c(SCC(=O)Nc2ccc(N3CCOCC3)c(Cl)c2)nnc1C(O)c1ccccc1 (stereo not drawn)
0.1 | CC1CCN(C(=O)C(C)c2ccc([N+](=O)[O-])cc2)CC1 (stereo not drawn)
-6.0 | CCOc1ccc(-n2c(-c3ccc(OC)cc3)c[n+]3c2CCCCC3)cc1
-1.6 | COc1ccc(CCCc2n[nH]c(=S)o2)cc1
-0.4 | C/C=C/C=C\C(=O)Nc1cccc(C2=NOC3(C2)C[C@H](C(N)=O)N(C(=O)/C=C/C)C3)c1 (stereo partly drawn)
3.0 | Cc1ccc(Cl)cc1N1CCN(C(=O)COc2ccc3c(c2)CCC3)CC1
-1.2 | COc1ccc2cc3cc(C(=O)NCc4cccnc4)oc3nc2c1
1.4 | O=C(NCc1ccccc1)c1ccc(COCC(F)(F)F)o1
11* | O=C(CSc1nc2ncc(Cl)cc2[nH]1)NCC(=O)Nc1ccc(F)c(F)c1F
1.2 | O=C(NNC(=O)C1CCN(Cc2cccc(F)c2)CC1)c1cccc(Cl)c1
3.2 | COc1ccccc1C(=O)NNC(=O)c1ccccc1Br
-0.3 | COC(=O)CN=C1OC(=O)N2C(=O)C3=C4[C@@H](C[C@H]5C(=O)N(c6ccccc6)C(=O)[C@H]5[C@H]4[C@@]12Cc1ccccc1)[C@H]1C(=O)N(c2ccccc2)C(=O)[C@H]1[C@H]3C
-1.5 | C=CCn1c(O)c(C(CC)=NCc2cccnc2)c(=O)[nH]c1=O
1.8 | CCc1nn2c(=O)c(S(=O)(=O)Nc3ccc(Cl)cc3)c(C)nc2s1
-0.9 | S=C1NCCOCCOCCOCCOCCNC(=S)N2CCOCCOCCN1CCOCC2
-0.7 | COc1ccc(CCNC(=O)c2ccc3nc(N4CCOCC4)sc3c2)cc1OC
0.2 | CCc1c(O)nc(SCC(=O)Nc2nc3ccccc3s2)n(-c2ccccc2)c1=O
-1.0 | CN(C)Cc1nc2c(c(=O)[nH]1)C1(CCCCC1)Cc1ccccc1-2
-0.1 | CCOC(=O)Cc1csc(NC(=O)c2csc3c2CCCC3)n1
0.1 | Cc1ccncc1CNC(=O)c1ccccc1
-1.3 | CCc1c(C)sc(NC(=O)C2CC2)c1C(=O)OC(C)C
-0.8 | CSc1ccccc1C(=O)NC1CCCCCC1
-3.3 | CCOC(=O)C1=CN(Cc2ccco2)S(=O)(=O)N(C)C1c1ccc2ccccc2c1 (stereo not drawn)
-1.9 | Oc1oc(-c2ccccc2Br)nc1/C=N/c1ccccn1
0.2 | O=C(/C=C/c1ccccc1[N+](=O)[O-])Nc1ccccc1
-2.6 | O=Cc1cc([N+](=O)[O-])ccc1N1CCN(Cc2ccc3c(c2)OCO3)CC1
14* | S=c1[nH]nc(CSc2nc3ccccc3s2)o1
0.1 | CN(C)CCCN1C(=O)c2cc3ccccc3cc2C1=O
10* | CCOC(=O)CSc1nc(C)[nH]c1[N+](=O)[O-]
-1.9 | N#CC1=C(N2CCOCC2)/C(=C\c2ccccc2)CC1
-1.2 | CC(=O)c1c(O)cc(C(C)C)n(-c2ccccc2)c1=O
-1.9 | CC(=O)Nc1nc2ccccc2n1CCOc1ccccc1
-1.1 | CCOCc1nnc(NC(=O)c2cc(OC)c(OC)c(OC)c2)s1
-0.1 | O=S(OCCN1CCOCC1)C(c1ccccc1)c1ccccc1 (stereo not drawn)
-1.6 | Cn1nc(N)c2c(-c3ccccc3)c(C#N)c(N)nc21

Copied from the list:
Cn1nc(N)c2c(-c3ccccc3)c(C#N)c(N)nc21 – TTR transcr act = -1.6
N#CC1=C(N2CCOCC2)/C(=C\c2ccccc2)CC1 – TTR transcr act = -1.9
CCOCc1nnc(NC(=O)c2cc(OC)c(OC)c(OC)c2)s1 – TTR transcr act = -1.1
CC(=O)Nc1nc2ccccc2n1CCOc1ccccc1 – TTR transcr act = -1.9
CC(=O)c1c(O)cc(C(C)C)n(-c2ccccc2)c1=O – TTR transcr act = -1.2
